hcDAF-12 act: activates DAF-12 receptor from parasite H. contortus | activation, % at 6.8 µM | HEK293 hcDAF-12 lit1-tk-luc reporter, luminescence; 0% DMSO, 100% Δ7-dafachronic acid | hit rate 1.4% among 370,000;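 active means activation above the mean of all tested compounds plus 3 SD, cut at about 5.5% in these data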;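 further: 100% = response to 3 µM Δ7-dafachronic acid high control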
ADAM10 inh: inhibitors of human ADAM10. recombinant ADAM10, EDANS/DABCYL FRET peptide cleavage, 3 h. O14672. hit rate 0.62% among 370,000. inhibition, % at 7 µM;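 active means inhibition above a per-campaign cutoff equal to the mean of compounds falling between control-based bounds plus 3 SD, cut at about 20% in these data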;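 further: 0% = DMSO wells while the 100% control is not disclosed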
SMARCA2 act: SMARCA2 function activation, primary screen; MG213 cells, MMTV-luciferase reporter, dexamethasone, overnight; activation, % at 9.1 µM; hit rate 1% among 370,000; in the data active means activation above about 7.8%;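 further: 0% = vehicle wells and 100% = reference activator wells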
GC-B act: GC-B (human) receptor activation. HEK293-GC-B cells, CNP EC30, cGMP TR-FRET; 0% at EC30 CNP, 100% saturating CNP. activation, % at 10 µM. hit rate 0.11% among 370,000. P20594;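 active means activation at 10 µM reaching about 35% in either raw or pattern-adjusted values, limit read from the data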
Target sequence (P20594 whole entry, looked up): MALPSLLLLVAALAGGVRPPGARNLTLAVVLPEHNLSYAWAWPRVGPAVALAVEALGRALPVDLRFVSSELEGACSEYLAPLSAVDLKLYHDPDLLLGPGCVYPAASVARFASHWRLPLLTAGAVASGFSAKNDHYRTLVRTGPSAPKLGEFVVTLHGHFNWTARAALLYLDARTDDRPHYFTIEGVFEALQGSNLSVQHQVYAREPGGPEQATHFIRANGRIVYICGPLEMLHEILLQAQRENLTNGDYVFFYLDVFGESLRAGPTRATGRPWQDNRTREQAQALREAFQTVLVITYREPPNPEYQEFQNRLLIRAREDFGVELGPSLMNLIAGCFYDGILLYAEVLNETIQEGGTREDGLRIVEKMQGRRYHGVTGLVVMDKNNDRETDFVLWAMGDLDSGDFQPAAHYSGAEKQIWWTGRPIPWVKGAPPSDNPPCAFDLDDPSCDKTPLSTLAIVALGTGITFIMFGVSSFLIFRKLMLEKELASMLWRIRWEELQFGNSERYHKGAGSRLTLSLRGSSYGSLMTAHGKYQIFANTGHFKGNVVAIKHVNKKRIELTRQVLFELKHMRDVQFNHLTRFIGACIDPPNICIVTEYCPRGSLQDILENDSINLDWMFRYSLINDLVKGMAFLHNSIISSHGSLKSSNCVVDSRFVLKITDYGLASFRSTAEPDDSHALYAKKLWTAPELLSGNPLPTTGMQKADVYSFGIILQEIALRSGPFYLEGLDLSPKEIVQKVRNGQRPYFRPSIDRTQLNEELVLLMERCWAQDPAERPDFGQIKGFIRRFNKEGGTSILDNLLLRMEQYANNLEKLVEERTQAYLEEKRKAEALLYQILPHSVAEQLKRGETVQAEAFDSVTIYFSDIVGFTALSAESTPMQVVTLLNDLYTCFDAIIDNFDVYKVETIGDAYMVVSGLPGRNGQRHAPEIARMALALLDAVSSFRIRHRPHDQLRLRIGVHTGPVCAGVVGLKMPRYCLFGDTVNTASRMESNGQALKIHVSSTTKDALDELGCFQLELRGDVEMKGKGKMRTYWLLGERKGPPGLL
hgDAF12 agonist: activates the H. glycines DAF-12 receptor ligand-binding domain | activation, % at 6.8 µM | hit rate 1.8% among 370,000 | HEK293 GAL4-hgDAF12 UAS-luciferase reporter, agonist luminescence; normalized to butyrate control;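 active means activation above a cutoff set at the mean of all screened compounds plus 3 SD, cut at about 10% in these data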;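 further: 0% = DMSO wells and 100% = sodium butyrate wells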
FXN GAA850 act: frataxin GAA850 promoter activation. HEK293 lucGAA850 FXN promoter luciferase reporter, 24 h; percent of 10 µM SAHA response. activation, % at 6 µM. hit rate 0.56% among 360,000. AID 540364;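 active means activation above the average of all compounds screened plus 3 SD, cutoff fixed separately per campaign, cut at about 7.5% in these data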;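 further: 0% = DMSO wells and 100% = 10 µM SAHA wells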
ssDAF-12 act: S. stercoralis DAF-12 activation, primary screen. HEK293 ssDAF-12/GRIP1 lit1-tk-luc reporter, luminescence; % of 3 µM dafachronic acid response. activation, % at 6.8 µM. hit rate 1% among 370,000. AID 652126;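 active means activation above the mean over all tested compounds plus 3 SD, cut at about 0.9% in these data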;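 further: 0% = DMSO-only wells and 100% = 3 µM delta7-dafachronic acid wells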
DAX1 inh-1: DAX1 (NR0B1) inhibition, primary screen; HEK293T StAR-luciferase reporter, SF-1/DAX-1 repression relief; inhibition, % at 6.8 µM; hit rate 1.1% among 370,000; AID 652010;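 active means inhibition above the mean over all tested compounds plus 3 SD, cut at about 3.6% in these data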;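 further: 0% = DAX-1 cells with DMSO and 100% = cells lacking DAX-1 with DMSO; higher inhibition means more luminescence from relief of DAX-1 repression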
HGIII-sPLA2 inh: Inhibits HGIII-sPLA2 liposome hydrolysis, primary screen. QFRET BODIPY PC-A2 liposome hydrolysis, fluorescence. hit rate 0.56% among 370,000. AID 743126. inhibition, % at 12.2 µM;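 active means inhibition above mean plus 3 SD of compounds lying within the high and low control bounds, cut at about 19% in these data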;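 further: 0% = median of test compound wells and 100% = no enzyme DMSO wells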
NPR1 activator: GC-A (human) enzyme activation; hit rate 0.14% among 370,000; AID 1671463; activation, % at 10 µM; P16066; HEK293 GC-A cells, cGMP TR-FRET, EC30 ANP; 0% at EC30 ANP, 100% saturating ANP; in the data active means activation above about 40%
DAX1 inh-2: inhibits human nuclear receptor DAX1 | hit rate 0.99% among 340,000 | inhibition, % at 6.75 µM | P51843 | AID 504766 | HEK293 Gal4-DAX1 luciferase reporter, luminescence;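 active means inhibition above the mean over all tested compounds plus 3 SD, cut at about 4.2% in these data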;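 further: 0% = DAX1-transfected cells with DMSO and 100% = empty-vector control cells with DMSO; inhibition shows as a rise in luminescence from relieved DAX1 repression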
* = called active by the depositor; . = not tested or not shown.

SMILES | hcDAF-12 act | ADAM10 inh | SMARCA2 act | GC-B act | hgDAF12 agonist | FXN GAA850 act | ssDAF-12 act | DAX1 inh-1 | HGIII-sPLA2 inh | NPR1 activator | DAX1 inh-2
COc1ccc(-c2nnc(SCC(=O)c3cccs3)n2-c2ccc(Cl)cc2)cc1 | -3.4 | 7.1 | -1.8 | 9.8 | 1.3 | 1.6 | -1.2 | -0.2 | -47.0 | 7.5 | -2.1
CCc1nnc(NC(=O)c2ccc3nc(CC)c(CC)nc3c2)s1 | -1.6 | -10.9 | -1.4 | -1.4 | 1.7 | 2.5 | -1.1 | 0.7 | -1.6 | -4.0 | 4.0
COc1ccc(C2(CNC(C)=O)CCCC2)cc1OC | 2.4 | 9.1 | -0.8 | -4.1 | 0.7 | 1.1 | 0.0 | -0.6 | 7.2 | -0.5 | -0.9
Nc1ncnc2c1ncn2[C@@H]1O[C@H](CNC(=O)[C@@H]2C[C@H](F)CN2)[C@@H](O)[C@H]1O | -1.1 | -9.4 | -4.5 | 2.1 | -1.2 | -2.2 | -1.4 | -1.6 | 11.8 | 5.7 | -1.4
CCCc1c(-c2cccc(Cl)c2)ncn1CCc1ccccc1OC | -3.4 | -1.8 | -6.4 | -11.6 | -5.1 | . | -1.8 | -1.9 | -12.2 | -12.7 | .
COC(=O)c1c(NC(=O)C(Cl)Cl)sc2c1C(C(=O)OC)CC2 (stereo not given) | 0.4 | -3.2 | -0.5 | -3.8 | -1.1 | 0.0 | -0.5 | -0.7 | -17.9 | 1.1 | -0.4
COc1ccc(CCC(C)N2CCc3ccccc3C2)cc1 (stereo not given) | -1.2 | 0.5 | 1.2 | -0.8 | 1.9 | 1.5 | -0.6 | 0.8 | 17.3 | 1.5 | 3.2
O=C(CCC1COc2ccccc2O1)Nc1ncccc1O (stereo not given) | -0.7 | -2.3 | 0.7 | -4.0 | 3.1 | 0.8 | -1.4 | -0.8 | -15.9 | -1.0 | 0.8
Cc1ccccc1CN(C)CC(=O)Nc1ccccc1-c1ccccc1 | -0.2 | 5.5 | -3.5 | -3.5 | -1.4 | 2.3 | -1.1 | -0.6 | 5.7 | -5.1 | 0.2
Cc1[nH]c(=O)[nH]c(=O)c1/C=N/NC(=O)[C@@H](NC(=O)OC(C)(C)C)C(C)C | -1.4 | -4.2 | 2.1 | -0.6 | 1.8 | -1.1 | -1.8 | -0.3 | -2.8 | 3.9 | 1.1
Cc1cc(N2CCOCC2)n2nc(-c3cccc(F)c3)cc2n1 | 1.2 | 5.2 | -2.0 | -0.1 | 0.9 | 0.2 | -1.7 | 0.3 | 12.5 | 9.4 | -0.1
N#CCSc1nnc(-c2sc3ccccc3c2Cl)o1 | -3.7 | -15.1 | 2.1 | -5.3 | -4.5 | 4.3 | -2.3 | -0.2 | 12.6 | 5.0 | -1.0
Cc1ccc(-c2ccnc3[nH]n(-c4ccccc4)c(=O)c23)cc1 | -1.4 | -8.1 | -3.1 | -1.7 | 0.6 | 1.5 | -1.1 | 0.6 | 9.4 | 1.4 | 0.6
COc1ccc(CCNCC(=O)Nc2ccc(OC(F)(F)F)cc2)cc1OC | -2.4 | 7.2 | 0.8 | -1.0 | 2.3 | -0.2 | -0.3 | 0.1 | 0.4 | -1.2 | 1.7
CCOc1ccc(C2=NNC(c3cccs3)=Nc3ccc(OC)cc32)cc1OCC | 0.8 | 5.9 | 2.5 | 19.9 | 6.8 | 3.7 | 0.6 | 1.0 | -2.3 | 6.9 | 1.0
CCC(C)N(C(=O)CSc1nnc2ccccn12)C1CCS(=O)(=O)C1 (stereo not given) | -1.5 | -18.8 | -1.5 | -1.5 | -1.4 | -0.6 | -1.0 | -1.3 | 6.5 | 0.8 | -0.5
CCC(Nc1nc(-c2ccccc2)nc2ccccc12)C(=O)O (stereo not given) | -1.4 | -4.2 | -1.5 | 4.9 | -0.9 | 4.5 | -1.3 | -0.8 | 2.4 | 0.3 | -0.1
CCc1ccc2nc(N)sc2c1 | 1.8 | -0.6 | 5.1 | -0.9 | 10.8* | 5.8 | -0.4 | 2.5 | 1.2 | 0.6 | 6.4*
Cc1c(Cl)cccc1NC(=S)NC1CC1 | -1.6 | -1.3 | -0.1 | 4.9 | -0.2 | -1.0 | -0.3 | -0.8 | -1.6 | 3.7 | 0.4
O=C(c1cccc([N+](=O)[O-])c1)c1cc2ccccc2o1 | -0.1 | -2.8 | 0.3 | 0.5 | 3.8 | 0.5 | -1.3 | -0.1 | 2.0 | -2.6 | 1.1
CN(CC(=O)Nc1ccc(F)cc1)C(=O)c1ccc(OCc2ccccc2)cc1 | 0.6 | 3.6 | 0.5 | 1.3 | -0.6 | -0.2 | -1.1 | -1.7 | -0.1 | 3.6 | -1.3
COc1ccc(-n2c(SCC(=O)Nc3ccc(C(N)=O)cc3)nc3ccccc3c2=O)cc1OC | -0.4 | -6.0 | -3.5 | 0.4 | -1.7 | -0.9 | -0.2 | -0.1 | -5.5 | -3.8 | 1.8
N#CCN1C(=O)C(=O)N(Cc2cccc(C(F)(F)F)c2)C1=O | 1.6 | 0.1 | -2.7 | 1.7 | -2.1 | -1.1 | -1.4 | -0.1 | 6.0 | 5.4 | -1.1
CCOC(=O)C1(CCOC)CCN(Cc2ccc(C(=O)OC)cc2)CC1 | 1.0 | 6.5 | -3.0 | 3.5 | -4.0 | 0.1 | -0.1 | 0.7 | 13.8 | 1.2 | 2.2
CCOc1ccc(N(Cc2cc3cc(C)ccc3[nH]c2=O)S(=O)(=O)c2ccccc2)cc1 | -0.8 | 0.5 | 5.2 | 3.5 | -0.1 | -0.6 | -1.1 | 0.9 | -1.3 | -3.7 | 0.6
CCC(C)COC(=O)c1ccc(C(=O)O)cc1 (stereo not given) | -0.2 | 2.8 | -0.9 | 0.5 | 0.9 | 1.9 | -1.5 | 0.4 | -0.3 | -0.5 | -0.2
NC(=O)c1ccccc1OCCOCCOCCOc1ccccc1C(N)=O | -0.9 | 2.6 | -3.8 | 2.0 | -1.0 | 1.3 | -0.7 | 0.8 | 5.0 | 1.3 | 0.7
COc1cccc(NC(=O)c2ccccc2F)c1 | 2.5 | -1.0 | 4.1 | 1.0 | 10.7* | 4.7 | -0.7 | 2.2 | 5.3 | 3.2 | 2.1
CNc1nc(Cl)nc(Nc2ccccc2)n1 | 1.2 | -1.1 | -2.7 | 1.9 | 3.9 | 7.2 | -1.2 | 0.1 | 6.2 | 4.0 | 1.6
COc1ccc(NC(=O)C2Cc3c(-c4ccc5c(c4)OCO5)ccnc3O2)cc1OC (stereo not given) | -4.9 | -58.5 | -3.5 | 35.0 | -6.7 | -3.5 | -2.4 | -5.3 | -8.5 | 27.6 | .
O=C(CCS(=O)(=O)c1ccc(Cl)cc1)N1CCN(c2ccc(F)cc2)CC1 | -0.3 | -15.7 | 0.1 | 1.4 | -3.2 | 0.5 | -1.3 | -0.2 | 2.5 | -0.9 | -0.8
O=C(NNC(=O)C1CC=CCC1C(=O)O)c1cccs1 (stereo not given) | 3.2 | -11.1 | 1.6 | 3.9 | 17.4* | 3.1 | -0.1 | 1.9 | 4.9 | 3.1 | -0.1
N/C(Cc1ccc([N+](=O)[O-])cc1)=N\OC(=O)c1cccc(Br)c1 | -1.6 | 7.8 | 0.4 | -2.6 | -2.2 | 0.8 | -0.6 | -0.2 | 9.7 | 6.2 | 0.0
CC(=O)N1CCN(C23CC4CC(CC(C4)C2)C3)CC1 | -0.8 | -1.8 | -1.7 | 4.4 | -1.8 | -0.9 | -1.5 | 0.3 | -2.4 | 2.5 | -0.3
O=C(c1ccc([N+](=O)[O-])o1)N1CCc2ccccc2C1 | -2.4 | 3.0 | 1.3 | 2.5 | -3.8 | 0.5 | -2.0 | -2.7 | -6.8 | 0.0 | 0.6
CC(C)c1nc2sc3c(c2c(=O)o1)CCCC3 | 0.3 | -0.3 | -0.5 | 0.8 | 0.6 | 1.8 | -0.3 | 0.0 | 0.4 | -1.9 | -0.1
CCOC(=O)C(NC(C)=O)(Nc1ccc(S(=O)(=O)Nc2ncccn2)cc1)C(F)(F)F (stereo not given) | -2.2 | -8.8 | -1.9 | 2.1 | -1.6 | -0.6 | -1.5 | 0.7 | 3.4 | 2.8 | -0.9
CCOC(=O)C(C)n1cnc2sc(C)c(C)c2c1=O (stereo not given) | -0.1 | -2.6 | -3.4 | -7.7 | -1.7 | -2.9 | -1.1 | 0.2 | -2.4 | -6.6 | 2.1
COc1cccc(C(=O)NNC2=C(C(=O)C(F)(F)F)CCC2)c1 | 1.6 | -7.2 | 3.0 | -9.3 | 7.6 | -1.0 | -0.6 | 1.6 | 5.5 | -1.6 | .
CC(C)(C)[C@@H]1C=C(C(N)=O)O[C@H](OCCCCO)C1 | -1.0 | 2.4 | -0.3 | 2.3 | 1.9 | 0.0 | -0.9 | 0.4 | 1.1 | 2.2 | 1.5
O=C(CSc1nnc(SCc2ccccc2)s1)N/N=C/C=C\c1ccco1 | -0.7 | -0.4 | -3.7 | 2.7 | 0.3 | 0.8 | 0.0 | -0.2 | -14.9 | -6.0 | 1.8
Cn1nccc1C(=O)Nc1ccc2c(c1)OCO2 | 1.7 | 12.7 | 3.9 | 1.6 | 8.8 | 5.9 | -0.5 | 4.7* | 4.8 | 2.2 | 0.5
Cc1ccc(NC(=O)CN(C)C(=O)CSc2nnnn2C)cc1 | 0.2 | 3.4 | 3.3 | -1.7 | 1.2 | 1.5 | -1.7 | -0.1 | -5.9 | 1.4 | 2.7
COCCn1c(C)nnc1SCC(=O)Nc1ccccc1[N+](=O)[O-] | 1.3 | -2.1 | 0.3 | 0.1 | -1.0 | -0.2 | -0.2 | -0.3 | 3.5 | -0.7 | 0.9
Cn1c(=O)c2[nH]c(NN=Cc3ccccc3)nc2n(C)c1=O | -1.1 | -16.0 | 0.9 | -6.5 | 0.3 | 0.8 | -0.5 | 2.3 | 6.3 | -9.1 | -0.1
Cc1oc2ccc(O)cc2c1C(=O)c1ccc([N+](=O)[O-])cc1 | -3.8 | 3.0 | 0.0 | 7.8 | 1.0 | 0.3 | -1.5 | -0.8 | -21.4 | 1.6 | -0.1
CCOC(=O)[C@]12CCCCC/C=C\1N(Cc1ccc(OC)cc1)C(=O)[C@H]2CC(=O)N1CCN(C(=O)C2CC2)CC1 | -3.3 | -13.0 | -0.3 | -5.9 | -0.8 | . | -0.6 | -0.1 | 7.2 | 2.9 | .
COc1ccc(-n2cc(CNCCc3nc(C)cc(C)n3)c(-c3ccccc3Cl)n2)cc1 | -3.2 | -0.8 | 0.5 | -10.7 | -5.2 | -6.5 | -1.2 | -0.5 | -14.4 | -6.0 | -1.1
Cc1ccc2c(c1)C(CS(=O)(=O)NCc1ccccc1)NC2 (stereo not given) | -1.5 | -8.1 | -1.5 | -5.2 | -1.9 | . | -1.3 | -0.8 | 6.9 | -4.6 | .
